MEKK3 PB1 HTS: modulators (inhibitors or enhancers) of MEK5 binding to human MEKK3 PB1 domain. binding response (% of control), % at 10 µM. hit rate 1.4% among 290,000. bead-based flow cytometry, Alexa488-MEK5 binding to MEKK3; actives lie on both sides; 0 = blocked by unlabeled MEK5, 100 = vehicle;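 active = binding response more than 3 SD above or below the average of its plate-row segment, actives on both sides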;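 also: Alexa488 bead fluorescence after subtracting the streptavidin-only scavenger bead signal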
NALP1 inh: NALP1 inhibition. S. cerevisiae NALP1/ASC/caspase-1 growth, X-gal OD620, 72 h. inhibition, % at 10 µM. hit rate 0.61% among 280,000. AID 2071; in the data active = inhibition mostly above about 24%, no sharp cut-off; inactive = mostly below about 32%; also: some compounds called inactive have numbers as strong as hits
MEKK2mut PB1 HTS: signal of MEK5 binding to mutant human MEKK2 PB1 domain; hit rate 0.35% among 290,000; percent response, % at 10 µM; bead flow cytometry, Alexa488-MEK5 binding to MEKK2 mutant; in the data active = percent response above about 24%, passing the limit was not always enough; also: inactives centre near 1; some results filed as inactive read as strong as hits; reference of the scale not given here
DNA FID counter: displaces DNA intercalator in HCV helicase counter-screen; hit rate 0.17% among 290,000; DNA fluorescent intercalator displacement, fluorescence; inhibition, % at 7.9 µM; AID 1845; in the data active = inhibition above about 37%;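 also: 0% = vehicle and 100% = reference compound; higher means more ethidium bromide displaced from hairpin DNA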
OXTR ag: agonists of human oxytocin receptor; AID 2435; activation, % at 3 µM; hit rate 0.32% among 320,000; CHO-OTR cells, Fluo-8 calcium fluorescence; normalized: DMSO 0%, oxytocin 100%;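 active = activation above the mean of all tested compounds plus 3 SD, cutoff set per screening run, cut at about 20% in these data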;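 also: peak over basal fluorescence ratio from a 100 s FLIPR kinetic read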
Target sequence (P30559 whole entry, looked up): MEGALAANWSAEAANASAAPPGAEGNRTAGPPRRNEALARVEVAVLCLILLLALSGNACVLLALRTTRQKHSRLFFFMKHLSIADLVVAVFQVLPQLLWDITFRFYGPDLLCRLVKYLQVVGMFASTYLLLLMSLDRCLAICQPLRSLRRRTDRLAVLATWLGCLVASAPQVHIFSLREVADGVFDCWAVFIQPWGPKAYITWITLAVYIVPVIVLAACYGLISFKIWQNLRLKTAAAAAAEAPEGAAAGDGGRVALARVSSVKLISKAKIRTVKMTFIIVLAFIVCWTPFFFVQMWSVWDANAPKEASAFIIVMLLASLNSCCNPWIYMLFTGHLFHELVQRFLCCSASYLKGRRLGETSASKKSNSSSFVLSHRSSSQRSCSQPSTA
MEKK2 WT-MEK5: raises or lowers MEK5 binding to wildtype human MEKK2 PB1 domain | bead flow cytometry, Alexa488-MEK5 binding to MEKK2 WT; actives lie on both sides | binding response (% of control), % at 10 µM | hit rate 1.1% among 290,000; in the data active = binding response below about 67% or above about 130%
PfM18AAP inh: PfM18AAP enzyme inhibition. recombinant PfM18AAP, H-Glu-NHMec fluorogenic cleavage. inhibition, % at 7.35 µM. hit rate 1.2% among 290,000. AID 1822;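 active = inhibition above the campaign mean inhibition over all tested compounds plus 3 SD, cut at about 28% in these data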;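 also: 0% = plate median of test compound wells and 100% = 2 mM ZnCl2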
GPR7 antag: antagonists of human GPR7 (neuropeptides B/W receptor 1); P48145; GPR7-expressing cells, fluorescence antagonist assay; inhibition, % at 4.4 µM; hit rate 1.1% among 290,000; AID 1861; in the data active = inhibition above about 16%, passing the limit was not always enough;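 also: cells stimulated with the agonist NPW; 0% = agonist with vehicle and 100% = vehicle without agonist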
Target sequence (P48145 whole entry, looked up): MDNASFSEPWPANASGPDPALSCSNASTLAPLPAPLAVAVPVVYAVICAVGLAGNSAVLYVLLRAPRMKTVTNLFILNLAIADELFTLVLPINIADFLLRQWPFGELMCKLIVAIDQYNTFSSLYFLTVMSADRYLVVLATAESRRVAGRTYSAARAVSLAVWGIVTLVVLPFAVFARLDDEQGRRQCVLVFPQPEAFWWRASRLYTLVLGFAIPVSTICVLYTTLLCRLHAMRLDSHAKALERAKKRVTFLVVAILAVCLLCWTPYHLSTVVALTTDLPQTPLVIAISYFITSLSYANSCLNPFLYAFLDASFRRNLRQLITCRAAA
PHOSPHO1 inh: blocks human PHOSPHO1 phosphatase activity; Q8TCT1; recombinant PHOSPHO1, absorbance phosphatase assay; inhibition, % at 13.3 µM; hit rate 1.1% among 290,000; in the data active = inhibition above about 60%
Target sequence (Q8TCT1 whole entry, looked up): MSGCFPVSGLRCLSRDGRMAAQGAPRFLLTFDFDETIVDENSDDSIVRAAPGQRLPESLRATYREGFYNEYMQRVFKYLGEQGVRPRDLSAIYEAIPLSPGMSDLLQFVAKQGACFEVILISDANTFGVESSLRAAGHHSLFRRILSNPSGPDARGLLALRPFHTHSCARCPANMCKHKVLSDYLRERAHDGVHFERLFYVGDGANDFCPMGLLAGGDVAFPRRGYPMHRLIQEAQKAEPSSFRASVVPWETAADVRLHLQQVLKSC
* hit, by the source's call; x = not tested or not shown. Compounds as they come, and some 6.2% of all compounds hit somewhere here.

Results follow in this order: DNA FID counter, NALP1 inh, OXTR ag, GPR7 antag, MEKK2 WT-MEK5, MEKK3 PB1 HTS, MEKK2mut PB1 HTS, PHOSPHO1 inh, PfM18AAP inh
CC(=O)Nc1ccc(C2CC(c3ccc(Cl)cc3)=NN2c2ccccc2)cc1 (configuration not stated)
 : -4.9, -7.4, 4.7, -17.4, 108.0, 101.0, 8.0, 31.3, -0.3
CC(C)CNS(=O)(=O)c1ccc(OCC(=O)NCc2ccco2)cc1
 : -14.8, 18.7, -1.3, 6.9, 96.0, 93.0, -4.0, -9.8, 0.8
CC(C)CC(=O)Nc1ncnc2c1C(=O)CC(C)(C)C2
 : -2.3, -12.7, 0.3, -8.2, 94.0, 91.0, 1.0, 17.4, -1.1
COc1ccc(NC(=S)NCc2cccs2)cc1
 : 0.0, 3.5, 0.3, 3.8, 96.0, 96.0, -3.0, 54.2, -0.3
CC(C)(C)CC(C)(C)NC(=S)Nc1ccc2nc(-c3ccccn3)c(-c3ccccn3)nc2c1
 : -17.9, -7.1, 2.5, -7.6, 87.0, 91.0, -5.0, 95.9*, 6.7
[N-]=[N+]=NC(c1ccccc1)c1nc2ccccc2[nH]c1=O (configuration not stated)
 : -1.9, 8.6, 6.4, 10.8, 105.0, 104.0, 4.0, 14.0, 2.7
Cc1cc(C(F)(F)F)n2ncc(-c3ccc(F)cc3)c2n1
 : -0.6, -18.2, -1.4, -8.8, 106.0, 107.0, 6.0, 15.0, 10.3
COCC(=O)N1CCCN(c2nc3c(C)cccc3cc2C#N)CC1
 : -3.3, 13.0, 1.5, -4.2, 110.0, 104.0, 5.0, 28.4, 7.0
COC(=O)c1cccc(S(=O)(=O)N2CCOCC2)c1
 : 0.8, 16.6, 1.2, -0.1, 103.0, 104.0, -2.0, 3.0, 2.0
CC1CCCCN1C(=O)Cn1c(=O)oc2cc(S(=O)(=O)N3CCCCC3)ccc21 (configuration not stated)
 : -21.3, 8.0, 1.4, -4.0, 101.0, 103.0, 2.0, 37.5, -1.8

Other records follow.
Results follow in this order: DNA FID counter, NALP1 inh, OXTR ag, GPR7 antag, MEKK2 WT-MEK5, MEKK3 PB1 HTS, MEKK2mut PB1 HTS, PHOSPHO1 inh, PfM18AAP inh
CCCCOc1ccc(C(=O)Nc2ccc(N3CCN(C(=O)C(C)C)CC3)cc2)cc1
 : -13.6, 4.1, 1.1, -18.7, 102.0, 100.0, 2.0, 8.9, 8.3
CCc1ccc(NC(=O)Cn2ccn(-c3cccc(Cl)c3)c(=O)c2=O)cc1
 : -15.3, 4.0, 0.7, -5.7, 103.0, 101.0, 1.0, 28.1, -5.4
NC(=O)/C(=C/c1cccnc1)NC(=O)c1ccccc1
 : -1.3, x, -0.3, -5.0, 104.0, 109.0, 17.0, -7.0, -3.7
COc1cc2[nH]cc(C(=O)NCc3cccs3)c(=O)c2cc1OC
 : 6.3, x, -0.7, -9.5, 97.0, 92.0, -6.0, x, 0.8
COc1ccc(Nc2ccc([N+](=O)[O-])c3nonc23)c(OC)c1
 : 13.9, 2.1, -2.2, 4.8, 101.0, 101.0, 6.0, x, -11.6
Cc1ccc(S(=O)(=O)N2CCN(C(=O)c3ccc(S(=O)(=O)N4CCCC4)cc3)CC2)cc1
 : -10.5, 7.4, 0.7, -5.2, 110.0, 104.0, 13.0, 34.0, -0.8
Cc1cc(C)c(C)c(OCC(=O)N2CCOCC2)c1
 : -3.5, 43.7*, -0.6, -3.7, 100.0, 98.0, 0.0, 21.0, -3.0
Cc1cc(N=Cc2c(O)n(-c3cccc(Cl)c3)c(=O)c3ccccc23)no1
 : -5.1, 39.6, -0.6, -3.7, 92.0, 91.0, -2.0, 8.4, 5.5
CC1=C(C(=O)N2CCCC(N3CCN(c4cccc(Cl)c4)CC3)C2)OCCO1 (configuration not stated)
 : -40.8, -3.4, 0.4, -17.3, 110.0, 104.0, 6.0, 32.2, -1.9
COC(=O)C1=C(C(=O)OC)C(c2cc(Cl)ccc2O)c2sc(=O)[nH]c2S1 (configuration not stated)
 : 2.1, 4.9, 0.0, -13.4, 104.0, 104.0, 6.0, -24.6, 8.3

Reprinted at random: 3 entries already listed.
Results follow in this order: DNA FID counter, NALP1 inh, OXTR ag, GPR7 antag, MEKK2 WT-MEK5, MEKK3 PB1 HTS, MEKK2mut PB1 HTS, PHOSPHO1 inh, PfM18AAP inh
CCCCOc1ccc(C(=O)Nc2ccc(N3CCN(C(=O)C(C)C)CC3)cc2)cc1
 : -13.6, 4.1, 1.1, -18.7, 102.0, 100.0, 2.0, 8.9, 8.3
Cc1cc(N=Cc2c(O)n(-c3cccc(Cl)c3)c(=O)c3ccccc23)no1
 : -5.1, 39.6, -0.6, -3.7, 92.0, 91.0, -2.0, 8.4, 5.5
CCc1ccc(NC(=O)Cn2ccn(-c3cccc(Cl)c3)c(=O)c2=O)cc1
 : -15.3, 4.0, 0.7, -5.7, 103.0, 101.0, 1.0, 28.1, -5.4

(more compounds)
Results follow in this order: DNA FID counter, NALP1 inh, OXTR ag, GPR7 antag, MEKK2 WT-MEK5, MEKK3 PB1 HTS, MEKK2mut PB1 HTS, PHOSPHO1 inh, PfM18AAP inh
COc1ccc(Cc2nnc(N/N=C/c3ccc(N(C)C)cc3)[nH]c2=O)cc1OC
 : -32.5, -5.0, 1.1, -5.3, 99.0, 93.0, -9.0, 23.1, 6.6
O=S(=O)(c1ccc(-c2ccon2)s1)N1CCN(CCN2CCOCC2)CC1
 : 0.6, x, 0.0, -2.6, 99.0, 91.0, -16.0, 17.1, -3.0
N#Cc1nc(COc2ccc(Cl)cc2Cl)oc1N1CCOCC1
 : -4.4, 4.1, -0.1, -9.8, 116.0, 110.0, 9.0, -11.4, -2.0
COc1cccc(NC(=O)CSC2=C(C#N)C(c3ccco3)C3=C(CCCC3=O)N2)c1 (configuration not stated)
 : 10.2, -4.5, -0.6, 3.6, 101.0, 99.0, 1.0, -2.7, 22.6
CCOC(=O)c1c(C)[nH]c(C(=O)OCC(=O)Nc2cc(C)c(Cl)cc2OC)c1C
 : 0.4, 5.5, -0.2, -6.2, 93.0, 99.0, 1.0, 2.5, 6.5
CCN(CC)S(=O)(=O)c1ccc(C(=O)Nc2nnc(CSC)o2)cc1
 : -18.8, -17.2, -1.1, -18.6, 105.0, 104.0, 3.0, 18.8, 3.9
Cc1ccc(N2C(=O)N(CC(=O)Nc3ccc(C)cc3C)C(=O)C2C)cc1 (configuration not stated)
 : -15.9, 17.1, 6.7, 7.3, 69.0, 56.0, -12.0, 4.5, 1.2
CCOCC(=O)Nc1ccc(-c2cn3cccnc3n2)cc1
 : -3.4, -9.2, -0.7, 11.3, 104.0, 99.0, -3.0, 19.2, 3.3
CCN(C(=O)CN1CCN(c2ccc(O)cc2)CC1)c1c(N)n(Cc2ccccc2)c(=O)[nH]c1=O
 : -7.8, -7.7, 0.9, -4.8, 100.0, 98.0, 5.0, 16.8, 34.9*
N=C(N)SCc1ccc(O)c([N+](=O)[O-])c1
 : 4.0, 25.9, 0.6, -16.0, 99.0, 101.0, 2.0, 7.6, -10.7

Additional compounds:
Results follow in this order: DNA FID counter, NALP1 inh, OXTR ag, GPR7 antag, MEKK2 WT-MEK5, MEKK3 PB1 HTS, MEKK2mut PB1 HTS, PHOSPHO1 inh, PfM18AAP inh
COc1ccc2nc(Cl)c(/C=N/Nc3ccccn3)cc2c1
 : -1.9, -4.8, 0.0, -12.2, 101.0, 103.0, -2.0, 28.5, -7.5
CN(C(=O)c1ccc(=O)n(Cc2ccc(Cl)cc2)c1)c1ccccc1
 : -19.1, -1.1, -0.9, -14.2, 96.0, 100.0, -3.0, 28.5, 1.2
N/C(=N\OC(=O)COc1ccc(Cl)cc1Cl)c1ccncc1
 : -5.2, 5.4, x, 2.1, 97.0, 97.0, -2.0, -3.0, 3.2
CCCOc1ccc(/C(O)=C2/C(=O)C(=O)N(CCCN3CCOCC3)C2c2ccncc2)cc1 (configuration not stated)
 : -2.1, 12.8, x, -5.5, 101.0, 102.0, 5.0, 32.0, -10.2
CC[C@H](C)NC(=O)c1ccc(Cn2c(=S)[nH]c3c([nH]c4ccc(OC)cc43)c2=O)cc1
 : -5.8, 6.7, -0.9, -3.9, 101.0, 111.0, -1.0, -18.9, 4.6
CSc1ccc(S(=O)(=O)NC2CCCCC2)cc1
 : -6.1, 22.6, -0.8, -0.7, 105.0, 97.0, 4.0, 9.1, -6.4
CCOC(=O)CSc1n[nH]c(NC(=O)CC)n1
 : 1.5, 22.1, -0.1, -6.3, 97.0, 101.0, 5.0, -2.1, -3.1
O=C(COc1ncnc2c(Cl)cc(Cl)cc12)NC1CCCCCC1
 : 6.9, 12.5, 0.1, 3.3, 103.0, 102.0, 5.0, 15.4, -11.1
CC1(C)CN2C(=O)c3ccccc3C2(C)S1 (configuration not stated)
 : -1.3, -16.8, -0.1, -15.9, 97.0, 105.0, -2.0, 32.6, 5.5
CC1(C)CC(=NNC(=O)c2n[nH]c3c2CCC3)CC(C)(C)N1
 : -3.4, -13.1, 1.0, 6.0, 99.0, 100.0, 1.0, 49.0, -0.1

Additional structures follow.
Results follow in this order: DNA FID counter, NALP1 inh, OXTR ag, GPR7 antag, MEKK2 WT-MEK5, MEKK3 PB1 HTS, MEKK2mut PB1 HTS, PHOSPHO1 inh, PfM18AAP inh
CN(C)CC1CCCCC1OC(=O)/C=C/c1ccc(Cl)cc1Cl (configuration not stated)
 : 3.3, 8.1, 5.1, 1.4, 125.0, 104.0, -8.0, -7.1, 1.1
CCOC(=O)C[C@H]1c2ccc(C(F)(F)F)cc2S(=O)(=O)N1Cc1ccccc1
 : x, x, 0.1, x, 101.0, 100.0, 2.0, x, x
COc1cccc(C2CC(=O)Nc3c2c(=O)[nH]c2ncnn32)c1 (configuration not stated)
 : 1.3, 2.7, -1.0, -4.5, 99.0, 103.0, -4.0, 0.7, -3.6
Cc1ccc(-c2cc(C(=O)O)c3ccccc3n2)c(C)c1
 : -1.3, 10.9, -0.4, -21.3, 100.0, 102.0, -4.0, 23.1, 0.8
CCOc1ccc(NC(=O)CCCNC(=O)Cn2cnc3sc(C)c(C)c3c2=O)cc1
 : -30.3, 28.6, 0.4, 6.2, 100.0, 100.0, -4.0, 31.9, -13.3
CCOC(=O)c1csc(NC(=O)CN2CCN(C)CC2)n1
 : -4.7, 5.3, -0.3, 2.2, 103.0, 100.0, 5.0, 42.0, 1.2
CCn1cc(/C=C(\NC(=O)c2ccc(OC)c(OC)c2)C(=O)NCCCO)c2ccccc21
 : -26.8, -12.8, 0.6, -11.3, 77.0, 83.0, -19.0, -20.0, -9.9
COc1ccc(NC(=O)/C(=C\c2ccc(OS(=O)(=O)c3ccc(C)cc3)cc2)NC(=O)c2ccccc2)cc1
 : -2.2, -6.5, 0.0, -1.1, 92.0, 94.0, -2.0, 13.8, -7.4
Cc1cc(C)cc(NS(=O)(=O)c2ccc(NC(=S)NC(=O)c3cccs3)cc2)c1
 : -5.4, -6.6, 0.0, -8.3, 111.0, 114.0, 0.0, 4.7, -3.0
CC(C)(C)NC(=S)NC(=O)C12CC3CCC(CC(C3)C1)C2
 : 1.2, 42.4, -2.2, -12.7, 102.0, 95.0, 2.0, 6.6, -6.7

Continuation.
Results follow in this order: DNA FID counter, NALP1 inh, OXTR ag, GPR7 antag, MEKK2 WT-MEK5, MEKK3 PB1 HTS, MEKK2mut PB1 HTS, PHOSPHO1 inh, PfM18AAP inh
CNC(=O)CSCc1cnn(-c2ccccc2)c1-n1cccc1
 : -13.5, 41.2*, -0.4, 5.4, 100.0, 100.0, -1.0, 24.6, -7.0
O=C(CC1SC(=O)N(Cc2ccccc2Cl)C1=O)Nc1nccs1 (configuration not stated)
 : -6.0, x, 3.5, -7.6, 98.0, 106.0, 1.0, 23.6, 21.2
Cc1ccccc1C(N)c1ccncc1 (configuration not stated)
 : 2.2, -6.4, 0.6, -6.6, 107.0, 96.0, 8.0, x, 1.1
CCC(C)(C)NC(=O)C(c1cccs1)N(CC1CCCO1)C(=O)Cn1nnc2ccccc21 (configuration not stated)
 : -32.8, 18.6, 2.0, 2.8, 103.0, 103.0, 2.0, 1.7, -4.7

Source: PubChem
